# KOR beta-arrestin-1: KOR antagonists, beta-arrestin recruitment, cell-based, luminescence, uHTS (AID 1778). Kappa-type opioid receptor (Homo sapiens). one-dose inhibition, % at 10 µM; IC50 in µM for titrated hits. KOR beta-arrestin recruitment, luminescence, antagonist mode; higher % means a stronger effect. actives 0.091% (n = 290,000); further: strong numbers were not always called active
# KOR beta-arrestin-2: KOR agonists, beta-arrestin recruitment, primary screen, cell-based, luminescence, uHTS (AID 1777). Kappa-type opioid receptor (Homo sapiens). KOR beta-arrestin recruitment, luminescence; higher % means a stronger effect. one-dose activation, % at 10 µM; EC50 in µM for titrated hits. actives 0.02% (n = 280,000); in the data active means activation above about 50%, passing the limit was not always enough; further: a part of the inactive calls stands beside numbers as strong as those of hits
# TNAP activation fold: human TNAP enzyme activators, primary screen, biochemical, luminescent, no phosphate acceptor, uHTS (AID 1001); Alkaline phosphatase, tissue-nonspecific isozyme (Homo sapiens); purified TNAP, luminescent activation assay, no phosphate acceptor; higher activation fold means a stronger effect; one-dose activation fold at 20 µM; EC50 in µM for titrated hits; actives 0.03% (n = 200,000); in the data active means activation fold from about 3, or a potency from the dose series; inactive means the rest, 99 in 100 with activation fold below about 1.6; further: many of its hits are not listed in these tables
# XIAP displacement: XIAP antagonists, biochemical, IAP family, fluorescence polarization (AID 1018). XIAP BIR domain, fluorescence polarization peptide displacement; higher % means a stronger effect. E3 ubiquitin-protein ligase XIAP (Homo sapiens). one-dose displacement, % at 20 µM; IC50 in µM for titrated hits. actives 0.007% (n = 200,000); in the data active means displacement above about 50%; further: a part of the inactive calls stands beside numbers as strong as those of hits
# NOD1 inhibition: NOD1 signaling inhibitors, primary screen, cell-based, luminescence, uHTS (AID 1578); one-dose inhibition, % at 4 µM; EC50 in µM for titrated hits; actives 1% (n = 290,000); NOD1-driven NF-kB luciferase reporter cells, luminescence; higher % means a stronger effect; in the data active means inhibition mostly above about 36%, no sharp cut-off; inactive means mostly below about 34%;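 further: HEK-293T reporter cells stimulated with the NOD1 agonist gamma-tri-DAP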
# LYP inhibition: inhibitors of LYP phosphatase, biochemical, fluorescence intensity, uHTS (AID 1779); recombinant LYP phosphatase, fluorescence intensity; higher % means a stronger effect; Tyrosine-protein phosphatase non-receptor type 22 (Homo sapiens); one-dose inhibition, % at 11.5 µM; IC50 in µM for titrated hits; actives 0.054% (n = 290,000);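 further: plate controls were vehicle with enzyme for no effect and no enzyme for full effect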
# HEK293 NOD2/NF-kB: NOD2 signaling inhibitors, cell-based, luminescence, uHTS, HEK293 (AID 1566); HEK293 NOD2/NF-kB luciferase reporter, luminescence; higher % means a stronger effect; inhibition, % at 4 µM; hits with a dose series show EC50 in µM; actives 0.63% (n = 290,000); further: many of its hits are not listed in these tables
# human PMI inhibition: inhibitors of human PMI, primary screen, biochemical, fluorescence intensity, coupled assay (AID 1209); Mannose-6-phosphate isomerase (Homo sapiens); purified PMI enzyme, coupled fluorescence intensity; higher % means a stronger effect; inhibition, % at 20 µM; hits with a dose series show IC50 in µM; actives 0.42% (n = 190,000);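 further: plate controls were DMSO vehicle for no effect and wells lacking substrate for full effect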
# human PMI inhibitors: human PMI inhibitors, high substrate, primary screen, biochemical, fluorescence intensity, high mannose 6-phosphate (AID 1220) | inhibition, % at 20 µM, or IC50 in µM where a hit was titrated | Mannose-6-phosphate isomerase (Homo sapiens) | recombinant PMI enzyme, coupled fluorescence intensity; higher % means a stronger effect | actives 0.66% (n = 190,000)
# * hit, by the source's call; x = no result given; [ ] = dose if it differs, or a comment. Unless noted, no stated cut-off is given here; in the data, active means inhibition above about 50%; inactive means the rest.
(1) Cc1ccc(NC(=O)c2sccc2-n2cccc2)c(C)c1
(2) Cn1c(SCc2cccc(F)c2)nnc1-c1ccccn1
(3) Brc1ccc(-c2nnc(Cc3ccccc3)o2)cc1
(4) N#CC(C#N)=CNc1cccnc1
(5) CCC(=O)N1N=C(c2cccc(NS(C)(=O)=O)c2)CC1c1cccs1 (stereo not given)
(6) Cc1c(C(=O)N2CCCC2)sc(NC(=O)c2ccccc2)c1C#N
(7) COc1cccc(Cn2nc(C(=O)O)c3ccccc3c2=O)c1
(8) C=CCc1cccc(CNc2nc3ccccc3n2CCN2CCOCC2)c1O

Assay by compound,1,2,3,4,5,6,7,8
KOR beta-arrestin-1,-21%,9%,34%,19%,-20%,-6%,-16%,x
KOR beta-arrestin-2,2.7%,0.3%,2.3%,1.0%,5.5%,13%,-5.4%,x
TNAP activation fold,1,1.1,x,x,1.1,1.1,1.1,1.1
XIAP displacement,-15%,-2.5%,x,x,-0.1%,-7.7%,-2.3%,-1.6%
NOD1 inhibition,-13%,-17%,4%,-4%,-11%,-10%,-13%,x
LYP inhibition,1%,-9%,-6%,-1%,3%,3%,-5%,-8%
HEK293 NOD2/NF-kB,31%,-24%,-52%,16%,5%,28%,12%,-14%
human PMI inhibition,19%,-4%,x,x,2%,-6%,-8%,19%
human PMI inhibitors,8%,0%,x,x,-9%,-4%,8%,14%

(9) COc1ccc2c(CC(=O)N(C)CC3COc4ccccc4O3)coc2c1 (stereo not given)
(10) CC(C)(C)CC(=O)Nc1cc(S(=O)(=O)N2CCCCCC2)ccc1Cl
(11) Cc1cc(=O)oc2cc(OCC(=O)NCc3ccncc3)ccc12
(12) O=[N+]([O-])c1cc([N+](=O)[O-])c(Oc2cncc(Cl)c2)cc1NC1CCCCCCC1
(13) Cc1ncsc1CCOC(=O)C1C2CC3CC(C2)CC1C3 (stereo not given)
(14) COc1ccc(-n2cnc3cc(NS(=O)(=O)c4ccc(C)cc4)ccc32)cc1
(15) CCCn1c2ccc(C)cc2c2n[nH]c(=S)nc21
(16) COc1ccc(NC(=O)CN(C)C(=O)c2cc3c(s2)CCCCC3)cc1

Assay by compound,9,10,11,12,13,14,15,16
KOR beta-arrestin-1,-25%,-2%,-20%,-55%[20 µM],x,-10%,28%,7%
KOR beta-arrestin-2,-1.6%,0.0%,0.0%,-0.3%,4.1%,-4.3%,-4.5%,-3.5%
TNAP activation fold,1,1.2,1.1,x,1.1,1.1,x,x
XIAP displacement,-9.8%,-1.8%,-7.6%,x,-2.4%,-0.9%,x,x
NOD1 inhibition,24%,-4%,-16%,33%,-22%,25%,7%,-32%
LYP inhibition,3%,-8%,-6%,-13%,4%,-7%,-8%,-2%
HEK293 NOD2/NF-kB,20%,5%,6%,7%,4%,-41%,13%,-6%
human PMI inhibition,13%,2%,7%,x,-10%,2%,x,x
human PMI inhibitors,3%,1%,8%,x,-15%,-11%,x,x

(17) Cc1cc(C)cc(NC(=O)N2CCNC(=O)C2CC(=O)Nc2cc(Cl)ccc2Cl)c1 (stereo not given)
(18) Cc1cc(C)n2nc(SCC(=O)c3cccs3)nc2n1
(19) Cc1n[nH]c(C)c1S(=O)(=O)N(CC(=O)NC1CCCC1)c1ccc(C(C)C)cc1
(20) S=c1[nH]nc(COc2cccc3ccccc23)n1Cc1ccccc1
(21) CCOC(=O)C1=C(CN2CCc3ccccc32)NC(=O)NC1c1ccc(Cl)cc1 (stereo not given)
(22) COC(=O)c1ccccc1NC(=O)CSc1ccc(C)cc1
(23) CC(C)CCN1CCN(Cc2nc3c(s2)CCCC3)CC1CCO (stereo not given)
(24) O=C(Nc1cccc(F)c1)N1CC=C(n2c(=O)[nH]c3ccccc32)CC1
(25) COc1cccc(C2CC(c3cccc(NS(C)(=O)=O)c3)=NN2C(=O)c2ccccc2)c1OC (stereo not given)
(26) COc1ccc2nc(SCC(N)=O)cc(C)c2c1

Assay by compound,17,18,19,20,21,22,23,24,25,26
KOR beta-arrestin-1,-16%,-15%[20 µM],-11%,-6%,15%,9%,-9%,46%,-2%,41%
KOR beta-arrestin-2,2.1%,-4.1%,-5.5%,-1.1%,3.0%,-2.1%,-4.4%,1.5%,-3.4%,12%
TNAP activation fold,x,1.1,0.8,x,1.1,1.1,1.1,1,1,1.2
XIAP displacement,x,-1.6%,-1.7%,x,-2.7%,-4.2%,-1.6%,-1.0%,-1.9%,-0.2%
NOD1 inhibition,15%,-39%,19%,2%,55%,-36%,-5%,-22%,20%,-1%
LYP inhibition,-8%,-2%,-8%,-5%,2%,0%,-9%,-6%,-9%,-6%
HEK293 NOD2/NF-kB,-92%,-10%,-1%,14%,4%,-2%,5%,3%,20%,1%
human PMI inhibition,x,-1%,-2%,x,-1%,4%,7%,2%,-1%,-8%
human PMI inhibitors,x,-3%,-5%,x,-4%,1%,2%,-2%,1%,4%

# From compound 12 to 23, as listed above:
(12) O=[N+]([O-])c1cc([N+](=O)[O-])c(Oc2cncc(Cl)c2)cc1NC1CCCCCCC1
(13) Cc1ncsc1CCOC(=O)C1C2CC3CC(C2)CC1C3 (stereo not given)
(14) COc1ccc(-n2cnc3cc(NS(=O)(=O)c4ccc(C)cc4)ccc32)cc1
(15) CCCn1c2ccc(C)cc2c2n[nH]c(=S)nc21
(16) COc1ccc(NC(=O)CN(C)C(=O)c2cc3c(s2)CCCCC3)cc1
(17) Cc1cc(C)cc(NC(=O)N2CCNC(=O)C2CC(=O)Nc2cc(Cl)ccc2Cl)c1 (stereo not given)
(18) Cc1cc(C)n2nc(SCC(=O)c3cccs3)nc2n1
(19) Cc1n[nH]c(C)c1S(=O)(=O)N(CC(=O)NC1CCCC1)c1ccc(C(C)C)cc1
(20) S=c1[nH]nc(COc2cccc3ccccc23)n1Cc1ccccc1
(21) CCOC(=O)C1=C(CN2CCc3ccccc32)NC(=O)NC1c1ccc(Cl)cc1 (stereo not given)

Assay by compound,12,13,14,15,16,17,18,19,20,21
KOR beta-arrestin-1,-55%[20 µM],x,-10%,28%,7%,-16%,-15%[20 µM],-11%,-6%,15%
KOR beta-arrestin-2,-0.3%,4.1%,-4.3%,-4.5%,-3.5%,2.1%,-4.1%,-5.5%,-1.1%,3.0%
TNAP activation fold,x,1.1,1.1,x,x,x,1.1,0.8,x,1.1
XIAP displacement,x,-2.4%,-0.9%,x,x,x,-1.6%,-1.7%,x,-2.7%
NOD1 inhibition,33%,-22%,25%,7%,-32%,15%,-39%,19%,2%,55%
LYP inhibition,-13%,4%,-7%,-8%,-2%,-8%,-2%,-8%,-5%,2%
HEK293 NOD2/NF-kB,7%,4%,-41%,13%,-6%,-92%,-10%,-1%,14%,4%
human PMI inhibition,x,-10%,2%,x,x,x,-1%,-2%,x,-1%
human PMI inhibitors,x,-15%,-11%,x,x,x,-3%,-5%,x,-4%

(22) COC(=O)c1ccccc1NC(=O)CSc1ccc(C)cc1
(23) CC(C)CCN1CCN(Cc2nc3c(s2)CCCC3)CC1CCO (stereo not given)

Assay by compound,22,23
KOR beta-arrestin-1,9%,-9%
KOR beta-arrestin-2,-2.1%,-4.4%
TNAP activation fold,1.1,1.1
XIAP displacement,-4.2%,-1.6%
NOD1 inhibition,-36%,-5%
LYP inhibition,0%,-9%
HEK293 NOD2/NF-kB,-2%,5%
human PMI inhibition,4%,7%
human PMI inhibitors,1%,2%

# Screening results (PubChem BioAssay)

# This is a subset; the hit share may differ from the screen's.
